Assay outcomes from PubChem.
Pin1 inh – blocks the human prolyl isomerase Pin1; Potency, µM (series often up to 115 µM), inactives show top-dose activity, negative = inhibition, hits mostly inhibitors; Pin1 FP peptide displacement, HiFluor488, 10 min; Q13526; AID 504891; 0.009% of 390,000 active; active means well fitted inhibition curve with a large enough effect in the polarisation, with a control signal flat, not every such curve was filed as active; inconclusive means small, poorly fitted or top-dose-only effect, or effect the other way, or a change in a side signal; inactive means no such curve, though single readings can be large or run the other way; the % refers to the polarisation; further: on the % scale 0 is the no-effect control and ±100 the full control effect
Target sequence (Q13526 whole entry, looked up): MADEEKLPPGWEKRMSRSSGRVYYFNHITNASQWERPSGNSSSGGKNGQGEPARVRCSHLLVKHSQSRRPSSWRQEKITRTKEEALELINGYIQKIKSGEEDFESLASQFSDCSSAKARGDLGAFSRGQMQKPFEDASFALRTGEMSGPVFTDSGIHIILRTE
RGS4 inh – blocks human RGS4-accelerated GTP hydrolysis; P49798; 0.039% of 390,000 active; AID 504845; Transcreener GDP fluorescence polarization, RGS4-accelerated GTP hydrolysis; Potency, µM (highest dose often 114 µM), for inactives: at the top dose activity change, negative = inhibition, usual class: inhibitors; further: on the % scale 0 is the no-effect control and ±100 the full control effect; nearly all actives have a fitted effect of over 75% in size; some results filed as inactive show a strong effect at the top dose
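MLSMR compounds (23 nl, pin-transferred) preincubated 10 min at room temperature with a 500nM (2x) first reagent, then RGS4 at 900nM (2x) plus Transcreener GDP mix added; fluorescence polarization (620/688 nm) read before and after 90 min at 30 °C.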
HP1b binding inh – inhibitors of HP1-beta chromodomain binding to methylated histone tails; AlphaScreen HP1-beta / biotin-H3K9me3 peptide binding; Potency, µM (doses to about 114 µM), inactives show top-dose activity change, negative = inhibition, hits mostly inhibitors; 0.56% of 390,000 active; AID 540317; further: nearly all actives have a fitted effect of over 70% in size; inactives centre near 23
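AlphaScreen: HP1-beta (50 nM) preformed 30 min with biotin-H3(1-18)K9me3 peptide (50 nM) in PBS pH 7.4, 0.01% Tween-20. Compound added for 30 min at RT, then streptavidin donor/nickel chelate acceptor beads (10 ug/mL) for 30 min.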
GLS inhibitor – blocks human kidney-isoform glutaminase activity; O94925; GLS enzymatic activity, qHTS titration; Potency, µM (top dose mostly 45.5 µM), for inactives: top-dose activity change, negative = inhibition, actives largely listed as inhibitors; 0.21% of 410,000 active; AID 624170; further: on the % scale 0 is the no-effect control and ±100 the full control effect
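Glutamate formation by hKGA was monitored fluorometrically using coupled glutamate oxidase, HRP and Amplex Red. Substrate was added as 1 mM L-glutamine solution; incubation was 30 min at RT after an initial read.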
rTrxR1 inhibitor – rat TrxR1 inhibition | Potency, µM (top dose mostly 114 µM), for the others: at the top dose activity change, negative = inhibition, actives largely listed as inhibitors | recombinant rTrxR1, NADPH fluorescence consumption, selenite substrate | 1% of 390,000 active; further: on the % scale 0 is the no-effect control and ±100 the full control effect; nearly all actives have a fitted effect of over 65% in size
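Rat TrxR1 (90 nM in the dispensed reagent) was pre-reduced with 400 uM NADPH for 5 min at room temperature, then incubated with compound for 15 min. After 400 uM selenite was added, NADPH fluorescence (Ex 340/Em 450 nm) was followed for 8 min.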
ALOX12 inh – inhibitors of human 12S-lipoxygenase ALOX12; Potency, µM (top dose mostly 108 µM), for inactives: at the top dose activity change, negative = inhibition, most hits filed as inhibitors; P18054; 1.1% of 580,000 active; purified 12hLO, xylenol orange hydroperoxide absorbance; further: on the % scale 0 is the no-effect control and ±100 the full control effect
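Purified human 12hLO (150 nM final) in 25 mM Hepes, 0.01% Triton X-100, pH 7.0 was preincubated 15 min at room temperature with compound. Then 40 uM arachidonic acid was added, 30 min. Hydroperoxide was read by Fe-XO absorbance ratio 573/405 nm.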
ERG-DNA inh – inhibitors of human ERG Ets domain-DNA interaction. AID 624246. fluorescence polarization, His-ERG Ets domain / labelled DNA. 0.028% of 370,000 active. Potency, µM (titrated, usually from 76.9 µM), inactives show at the highest dose FP activity, negative = inhibition, most hits filed as inhibitors; active means well fitted inhibition curve with a large enough effect in the polarisation, with a control signal flat; inconclusive means small, poorly fitted or top-dose-only effect, or effect the other way, or a change in a side signal; inactive means no such curve, though single readings can be large or run the other way; the % refers to the polarisation;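 further: polarization taken with two DNA probes labelled with fluorescein and Texas red; % of control where 0% means no effect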
Target sequence (P11308 whole entry, looked up, the tested form may be a part): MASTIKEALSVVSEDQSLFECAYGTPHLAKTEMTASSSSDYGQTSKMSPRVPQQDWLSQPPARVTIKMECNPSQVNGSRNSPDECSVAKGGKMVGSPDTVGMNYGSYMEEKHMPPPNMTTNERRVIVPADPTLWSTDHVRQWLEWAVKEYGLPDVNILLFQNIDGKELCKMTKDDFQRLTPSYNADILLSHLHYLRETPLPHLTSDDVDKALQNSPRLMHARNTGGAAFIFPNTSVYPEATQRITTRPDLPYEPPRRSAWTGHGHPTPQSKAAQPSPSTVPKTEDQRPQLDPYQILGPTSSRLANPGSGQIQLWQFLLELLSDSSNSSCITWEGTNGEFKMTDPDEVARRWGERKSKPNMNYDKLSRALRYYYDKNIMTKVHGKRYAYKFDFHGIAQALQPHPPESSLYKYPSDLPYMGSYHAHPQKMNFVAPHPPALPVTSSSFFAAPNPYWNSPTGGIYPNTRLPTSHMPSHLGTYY
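His-tagged ERG Ets domain (1 uM in the protein solution; 300mM KCl, 50mM Tris-HCl, 1mM EDTA, 1mM DTT, pH 7.5) received compound, then a probe mix of 5 nM fluorescein-DNA and 100nM Texas-615-DNA. Fluorescence polarization was read for both dyes.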
JMJD2A Tudor inh – blocks the human JMJD2A Tudor domain | AlphaScreen JMJD2A-Tudor / H3K4me3 peptide binding | Potency, µM (highest dose often 114 µM), without a hit: top-dose activity change, negative = inhibition, actives largely listed as inhibitors | 4.4% of 390,000 active | AID 504339; further: on the % scale 0 is the no-effect control and ±100 the full control effect; nearly all actives have a fitted effect of over 50% in size
Tb PGK inh – T. brucei PGK inhibition; 0.043% of 380,000 active; P07378; Potency, µM (titrated, usually from 57.5 µM), for the others: at the highest dose activity change, negative = inhibition, actives largely listed as inhibitors; PGK/GAPDH coupled, Kinase-Glo luminescence, 60 min; further: on the % scale 0 is the no-effect control and ±100 the full control effect; nearly all actives have a fitted effect of over 60% in size
Target sequence (P07378 whole entry, looked up): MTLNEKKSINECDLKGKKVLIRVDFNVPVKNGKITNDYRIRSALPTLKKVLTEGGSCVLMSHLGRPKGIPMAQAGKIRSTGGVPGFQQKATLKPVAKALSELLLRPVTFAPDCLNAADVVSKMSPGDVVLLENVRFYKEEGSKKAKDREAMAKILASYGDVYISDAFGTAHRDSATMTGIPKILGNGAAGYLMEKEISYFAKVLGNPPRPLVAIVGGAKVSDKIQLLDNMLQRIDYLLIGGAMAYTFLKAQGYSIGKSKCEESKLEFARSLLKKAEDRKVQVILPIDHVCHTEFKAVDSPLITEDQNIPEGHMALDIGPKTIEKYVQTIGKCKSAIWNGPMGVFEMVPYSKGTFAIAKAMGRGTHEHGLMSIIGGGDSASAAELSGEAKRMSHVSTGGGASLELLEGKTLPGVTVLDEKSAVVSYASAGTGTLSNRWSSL
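Luminescent ATP detection (Kinase-Glo Plus) follows a 60-minute room-temperature incubation, with wells lacking PGK as controls. Buffer: 100 mM TEA (pH 7.6), 5 mM MgCl2, 0.01% Tween-20. Coupling enzyme GAPDH (100 nM final) supplies unstable 1,3-BPG in-well.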
Numbers without * were called inactive; & = joins results of further samples; [ ] = another dose, or the depositor's remark. Unless noted, the call rests on the fitted dose curve; in most records, active means well fitted curve in the direction sought with a large enough effect; inconclusive means small, poorly fitted or top-dose-only effect, or another doubt; inactive means no such curve, though single readings can be large; an effect the other way counts as inactive or inconclusive. Potency means the concentration at half of the fitted maximal effect. Not all compounds are listed, so the mix of outcomes need not match the whole.

`Cc1cc(C)nc(Sc2ncnc3c2oc2ccccc23)n1` gave Pin1 inh 9%, RGS4 inh 7%, HP1b binding inh 34%, GLS inhibitor -3%, rTrxR1 inhibitor -6%, ALOX12 inh -17%, ERG-DNA inh -1%, JMJD2A Tudor inh 6% and Tb PGK inh -11%.
For Cc1ccc2nc(N3CCN(S(=O)(=O)c4ccc(C)c(Cl)c4)CC3)c(C#N)cc2c1 the results were Pin1 inh inconclusive, RGS4 inh -24%, HP1b binding inh 134%[activator], GLS inhibitor 3%, rTrxR1 inhibitor 8%, ALOX12 inh -13%, ERG-DNA inh 0%, JMJD2A Tudor inh 19% and Tb PGK inh inactive.
For CC1=NN(C(N)=S)C(=O)C1N=Nc1cc(Cl)ccc1Cl (stereo unspecified) the results were Pin1 inh 1%, RGS4 inh -15%[56.9 µM], HP1b binding inh 35%, GLS inhibitor 7%, rTrxR1 inhibitor -4%, ALOX12 inh 400%[activator], ERG-DNA inh 12%, JMJD2A Tudor inh inconclusive and Tb PGK inh -5%.
Screening Cc1cccc(C(=O)N2CCC(Cc3ccccc3)CC2)c1[N+](=O)[O-] returned Pin1 inh -5%, RGS4 inh -12%, HP1b binding inh 7%, GLS inhibitor -4%, rTrxR1 inhibitor -2%[11.4 µM], ALOX12 inh -7%, ERG-DNA inh -2%, JMJD2A Tudor inh -22% and Tb PGK inh -2%.
Screening N#Cc1ccc(NC(=O)CSc2n[nH]c(=O)n2C2CC2)cc1 returned Pin1 inh -1%, RGS4 inh -3%, HP1b binding inh 40%[activator], GLS inhibitor -2%, rTrxR1 inhibitor 10%, ALOX12 inh 4%, ERG-DNA inh 10%, JMJD2A Tudor inh 10% and Tb PGK inh -5%.
Screening CC(=O)NC1(c2ccccc2)CCN(C(=O)N2CCOCC2)CC1 returned Pin1 inh -3%, RGS4 inh 15%, HP1b binding inh 34%, GLS inhibitor 14%, rTrxR1 inhibitor -9%, ALOX12 inh 0%[57.4 µM], ERG-DNA inh 3%, JMJD2A Tudor inh 5% and Tb PGK inh 2%.
For CC(C)CC(C(=O)NC(C)(C)C)N(Cc1cccs1)C(=O)c1snc(C(N)=O)c1N (stereo unspecified) the results were Pin1 inh 3%, RGS4 inh 15%, HP1b binding inh 24%, GLS inhibitor -3%, rTrxR1 inhibitor -9%[57.1 µM], ALOX12 inh 0%, ERG-DNA inh 1%, JMJD2A Tudor inh -22% and Tb PGK inh -4%.
For CCOC(=O)C1CCN(Cc2ccc(OC)cc2OC)CC1 the results were Pin1 inh -5%, RGS4 inh 24%, HP1b binding inh inconclusive, GLS inhibitor 0%, rTrxR1 inhibitor -8%, ALOX12 inh inconclusive, ERG-DNA inh -4%, JMJD2A Tudor inh 1.8µM* and Tb PGK inh -8%.
`CCc1c(C)nc(Nc2nc(C)c3cc(OC)ccc3n2)[nH]c1=O` gave Pin1 inh -2%, RGS4 inh -14%, HP1b binding inh 11%, GLS inhibitor -10%, rTrxR1 inhibitor -9%, ALOX12 inh 0%&-13%, ERG-DNA inh -10%, JMJD2A Tudor inh -10% and Tb PGK inh inactive.
For COc1ccc(-c2cccc(C(=O)NCC(=O)O)c2)cc1 the results were Pin1 inh 1%, RGS4 inh -23%, HP1b binding inh 46%[activator], GLS inhibitor -5%, rTrxR1 inhibitor 11%, ALOX12 inh 1%, ERG-DNA inh 6%, JMJD2A Tudor inh -6% and Tb PGK inh inactive.
O=C(NCCS(=O)(=O)NCC1CCCO1)c1ccccc1 (stereo unspecified) was read as Pin1 inh 1%, RGS4 inh 11%, HP1b binding inh 5%, GLS inhibitor 0%, rTrxR1 inhibitor 5%[57.1 µM], ALOX12 inh -20%, ERG-DNA inh -4%, JMJD2A Tudor inh 0% and Tb PGK inh -2%.
For CCOC(=O)c1c(C)[nH]c(C(=O)OCC(=O)N2CCCC2=O)c1C the results were Pin1 inh 0%, RGS4 inh -10%, HP1b binding inh 17%, GLS inhibitor -12%, rTrxR1 inhibitor 13%, ALOX12 inh 13%, ERG-DNA inh 1%, JMJD2A Tudor inh -5% and Tb PGK inh inactive.
Screening O=c1[nH]cnc2c1ncn2[C@@H]1C[C@@H](O)[C@H](CO)O1 returned Pin1 inh -14%, RGS4 inh 24%, HP1b binding inh 19%, GLS inhibitor 5%, rTrxR1 inhibitor -1%, ALOX12 inh 4%, ERG-DNA inh -4%, JMJD2A Tudor inh -7% and Tb PGK inh -1%.
O=c1[nH]ncc(N2CCN(Cc3ccccc3)CC2)c1Cl was read as Pin1 inh -7%, RGS4 inh -6%, HP1b binding inh 25%, GLS inhibitor 8%, rTrxR1 inhibitor 26%[57.1 µM], ALOX12 inh 14%, ERG-DNA inh 11%, JMJD2A Tudor inh -16%[11.4 µM] and Tb PGK inh -5%.
`Cc1csc(SC(C)C(=O)Nc2ccc(S(=O)(=O)N3CCCC3)cc2)n1` (stereo unspecified) gave Pin1 inh 0%, RGS4 inh 7%, HP1b binding inh 26%, GLS inhibitor 9%, rTrxR1 inhibitor 7%[57.1 µM], ALOX12 inh 0%, ERG-DNA inh -3%, JMJD2A Tudor inh -9% and Tb PGK inh -9%.
For N#C/C(=C/c1ccc(Sc2nc3ccccc3[nH]2)o1)c1ccccc1F the results were Pin1 inh 6%, RGS4 inh 11%, HP1b binding inh 16%, GLS inhibitor -1%, rTrxR1 inhibitor 19%, ALOX12 inh 11%, ERG-DNA inh -13%, JMJD2A Tudor inh -20% and Tb PGK inh 2%.
For CC(CCc1ccccc1)NC(=O)C1CCN(S(=O)(=O)N2CCCCC2)CC1 (stereo unspecified) the results were Pin1 inh -2%, RGS4 inh -1%, HP1b binding inh 16%, GLS inhibitor 1%, rTrxR1 inhibitor 21%, ALOX12 inh -2%, JMJD2A Tudor inh -1% and Tb PGK inh 0%[11.5 µM].
CCCc1nc(SCC(=O)Nc2ccccc2OC)c2c(=O)n(C)c(=O)n(C)c2n1 was read as Pin1 inh 3%, RGS4 inh -6%, HP1b binding inh 23%, GLS inhibitor 1%, rTrxR1 inhibitor 3%[57.1 µM], ALOX12 inh 27%, ERG-DNA inh -16%, JMJD2A Tudor inh -15% and Tb PGK inh -6%.
Screening CC(C)(C)OC(=O)N/N=C\c1ccc([N+](=O)[O-])s1 returned Pin1 inh 0%, RGS4 inh -9%, HP1b binding inh 17%, GLS inhibitor -4%, rTrxR1 inhibitor -4%, ALOX12 inh 4%, ERG-DNA inh -8%, JMJD2A Tudor inh -23% and Tb PGK inh 6%.
`c1ccc2c(c1)ncn2CCCOc1ccc2c(c1)CCC2` gave Pin1 inh -2%, RGS4 inh 33%, HP1b binding inh 16%, GLS inhibitor -2%, rTrxR1 inhibitor 6%[57.1 µM], ALOX12 inh 2%, ERG-DNA inh 6%, JMJD2A Tudor inh -33% and Tb PGK inh 8%.
Screening Cc1cc2c(cc1S(=O)(=O)Nc1cccc(C#N)c1)OCC(=O)N2 returned Pin1 inh 1%, RGS4 inh 2%, HP1b binding inh 23%[57 µM], GLS inhibitor 3%, rTrxR1 inhibitor 15%[57.1 µM], ALOX12 inh inconclusive, ERG-DNA inh -3%, JMJD2A Tudor inh -10% and Tb PGK inh 7%.
For O=C(CCNC(=O)c1ccccc1Cl)Nc1nc(-c2ccc3ccccc3c2)cs1 the results were Pin1 inh 39%[activator], RGS4 inh -18%, HP1b binding inh 10%, GLS inhibitor 3%, rTrxR1 inhibitor -6%, ALOX12 inh -5%, ERG-DNA inh 7%, JMJD2A Tudor inh inconclusive and Tb PGK inh -5%.
O=S(=O)(NCc1ccccn1)C(F)(F)F was read as Pin1 inh -8%, RGS4 inh -6%, HP1b binding inh 36%[activator], GLS inhibitor 1%, rTrxR1 inhibitor 14%, ALOX12 inh -4%, ERG-DNA inh -6%, JMJD2A Tudor inh 5µM* and Tb PGK inh inactive.
`COc1cc(NC(=O)CSc2nnc3c(C)cc4c(C)ccc(C)c4n23)c(C(=O)O)cc1OC` gave Pin1 inh -18%, RGS4 inh 12%, HP1b binding inh 0%, GLS inhibitor 3%, rTrxR1 inhibitor -5%[57.1 µM], ALOX12 inh -18%, ERG-DNA inh 2%, JMJD2A Tudor inh -18% and Tb PGK inh 2%.
`O=c1c2cc3c(cc2[nH]c(=S)n1C1CCN(Cc2ccccc2)CC1)OCO3` gave Pin1 inh -1%, RGS4 inh -35%, HP1b binding inh 45%[activator], GLS inhibitor 5%, rTrxR1 inhibitor 9%, ALOX12 inh -9%, ERG-DNA inh -18%, JMJD2A Tudor inh -13% and Tb PGK inh -3%.
For COc1ccc(-c2csc(N3C(=O)C4C5c6ccccc6C(c6ccccc65)[C@@H]4C3=O)n2)cc1 (stereo partly specified) the results were Pin1 inh -4%, RGS4 inh -6%, HP1b binding inh 48%[activator], GLS inhibitor -1%, rTrxR1 inhibitor 29%, ALOX12 inh -26%, ERG-DNA inh -10%, JMJD2A Tudor inh -6% and Tb PGK inh 0%.
`c1ccc2c(c1)CNC1(CCCCC1)C2` gave Pin1 inh -7%, RGS4 inh 3%, HP1b binding inh 13%, GLS inhibitor 6%, rTrxR1 inhibitor -1%, ALOX12 inh -1%, ERG-DNA inh 0%, JMJD2A Tudor inh -10% and Tb PGK inh inactive.
